Screens from PubChem BioAssay.
MOR-DOR inv ag = inverse agonists of MOR-DOR heterodimerization, primary screen, cell-based, luminescence | inhibition, % at 9.3 µM | AID 504357, 2011 | cell-based MOR-DOR heterodimer luminescence, inverse agonism | actives 0.21% (n = 340,000); in the data active = inhibition above about 22%, passing the limit was not always enough;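 also: 0% = cells with DMSO and 100% = wells without cells with DMSO; values of inactives mirror those of a sister screen read the other way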
AddAB inh = growth inhibition of E. coli expressing H. pylori AddAB, primary screen, AddAB inhibitor project, absorbance; inhibition, % at 11.9 µM; actives 0.29% (n = 330,000); in the data active = inhibition above about 12%;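 also: 0% = vehicle wells of infected cells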
PfHsp90 set2 = growth inhibition of PfHsp90-expressing yeast, primary screen, antimalarial PfHsp90 inhibitor project, S. cerevisiae, BacTiter-Glo luminescence, single point, set 2; BacTiter-Glo ATP, 48 h; yeast lacking PDR1 and PDR3 efflux regulators; inhibition, % at 9.4 µM; actives 0.32% (n = 310,000);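 active = every replicate shows inhibition above about 80%, whatever the replicate mean, limit read from the data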;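 also: 0% = DMSO neutral controls and 100% = 20 µM radicicol positive controls; yeast relying on Plasmodium falciparum Hsp90 in place of its own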
PKA-R1A act = activators of PKA-R1A holoenzyme, primary screen, biochemical, fluorescence polarization, Cy5-IP20, bovine R1A, mouse PKAc. PKA-R1A dissociation; scaled: DMSO 0%, 113 µM cGMP 100%. actives 0.083% (n = 340,000). cAMP-dependent protein kinase type I-alpha regulatory subunit (Bos taurus) + …. activation, % at 11.4 µM;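 active = percent activation above the mean of all tested compounds plus 3 SD, cut at about 19% in these data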;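 also: higher means more PKAc released from R1A so a rise in polarization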
MOR-DOR ag = agonists of OPRM1-OPRD1 heterodimerization, primary screen, cell-based, luminescence; activation, % at 9.3 µM; cells; actives 0.3% (n = 340,000); in the data active = activation above about 18%;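 also: 0% = vehicle-treated cells and 100% = reference agonist; values of inactives mirror those of a sister screen read the other way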
phage Ecoli inh = growth loss of phage-infected E. coli, primary screen, RecBCD inhibitor project, absorbance, with phage, HTS | inhibition, % at 11.9 µM | actives 0.26% (n = 360,000) | AID 651602, 2012; in the data active = inhibition above about 11%
Pemphigus Ab inh = inhibitors of pemphigus antibody binding to DSG3, primary screen, biochemical, bead-based, flow cytometry, scFv-GFP | binding (percent of control), % at 10 µM | AID 588358, 2011 | DSG3-coupled beads, scFv-anti-DSG3-GFP binding; stronger effect = lower value | actives 0.48% (n = 310,000);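 active = binding more than 3 SD below its plate's average and above zero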;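 also: hits lower antibody fragment binding to DSG3; some compounds called inactive have numbers as strong as hits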
SUMO Mot1 rescue = yeast Mot1-301 growth rescue at high temperature, primary screen, SUMOylation pathway inhibitor project, S. cerevisiae, ATP luminescence, 38.5C | actives 1% (n = 320,000) | AID 2716, 2010 | S. cerevisiae Mot1-301 growth rescue; percent above DMSO median, 100 means doubled | growth rescue, % at 18.8 µM;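 active = every valid replicate shows activation above 250% relative to neutral control wells; inactive = the rest, any valid replicate at or below 250%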;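 also: OY570 slx delta 5 strain wells were the positive control but not used for scaling; some compounds called inactive have numbers as strong as hits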
HTR5A ag ctr = HTR5A agonists in luminescence cell assay, primary screen, counter-screen for OPRM1-OPRD1 heterodimer agonist project, full-deck HTS; 5-hydroxytryptamine receptor 5A (Homo sapiens), P47898; cell-based; activation, % at 9.3 µM; actives 0.61% (n = 340,000); AID 504692, 2011; in the data active = activation mostly above about 9.5%, no sharp cut-off; inactive = mostly below about 7.6%;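 also: 0% = cells with vehicle only and 100% = reference agonist; strong numbers were not always called active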
Target sequence (P47898 whole entry, looked up): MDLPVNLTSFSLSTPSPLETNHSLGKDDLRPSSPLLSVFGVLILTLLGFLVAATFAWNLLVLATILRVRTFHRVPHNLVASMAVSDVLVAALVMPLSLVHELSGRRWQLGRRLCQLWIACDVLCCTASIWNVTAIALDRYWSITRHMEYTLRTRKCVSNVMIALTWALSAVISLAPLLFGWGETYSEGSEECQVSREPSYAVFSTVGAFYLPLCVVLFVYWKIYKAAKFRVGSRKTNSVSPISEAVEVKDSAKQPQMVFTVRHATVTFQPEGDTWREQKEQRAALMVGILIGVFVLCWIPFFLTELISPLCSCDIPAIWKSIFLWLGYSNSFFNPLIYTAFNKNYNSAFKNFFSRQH
Ecoli viability = E. coli V3065 growth inhibition, primary screen, counter-screen for AddAB inhibitor project, absorbance, OD600; 18 h; actives 0.27% (n = 330,000); AID 449728, 2010; inhibition, % at 11.9 µM;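 active = inhibition above the campaign's mean inhibition across all tested compounds plus 3 SD, cut at about 9.9% in these data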;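 also: uninfected addAB+ strain grown without phage in ampicillin broth; 0% = DMSO wells and 100% = ciprofloxacin 0.95 µg/ml wells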
HTR5A inv ctr = HTR5A inverse agonists in luminescence cell assay, primary screen, counter-screen for OPRM1-OPRD1 heterodimer inverse agonist project, full-deck HTS; inhibition, % at 9.3 µM; actives 0.083% (n = 340,000); 5-hydroxytryptamine receptor 5A (Homo sapiens), P47898; HTR5A cell line, inverse agonism; in the data active = inhibition mostly above about 23%, no sharp cut-off; inactive = mostly below about 18%;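 also: 0% = cells with DMSO and 100% = no-cell wells with DMSO; some compounds called inactive have numbers as strong as hits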
The depositor's hits bear a star; i = inactive; nt = no result given.

Under each structure: MOR-DOR inv ag	AddAB inh	PfHsp90 set2	PKA-R1A act	MOR-DOR ag	phage Ecoli inh	Pemphigus Ab inh	SUMO Mot1 rescue	HTR5A ag ctr	Ecoli viability	HTR5A inv ctr
Cc1c(O)ccc(C(=O)CN2CCN(c3ccccc3F)CC2)c1O
 : 9	0.8	7	-7	-1.7	nt	104	-31	4	-0.5	-18
CCOC(=O)C1(Nc2nccs2)Sc2ccccc2NC1=O (configuration not stated)
 : -1	1.5	nt	5	0.2	3.9	107	0	0	0.4	9
CCCCNC(=O)C1CCN(Cc2ccccn2)CC1
 : 15	0.1	-2	5	-2.4	1.5	nt	303*	-5	0.6	-8
O=C(CCSc1ccc(F)cc1)NNC(=O)c1ccc([N+](=O)[O-])cc1
 : 10	-2.5	nt	0	-2.2	0.6	100	-17	10	2.6	-25
CCN(CC)C(=O)C1CCCN(Cc2nc(-c3cnccn3)no2)C1 (configuration not stated)
 : 9	-1.3	-6	10	-1.8	0.0	103	115	1	-0.4	-3
CCc1cc2cccc(C)c2nc1SCC(=O)NNC(=O)c1ccco1
 : 0	-0.3	-11	-2	-0.1	-0.1	101	6	5	-1.1	-9
O=C(Nc1ccccc1N1CCOCC1)c1cccc(NS(=O)(=O)c2ccc(F)c(F)c2)c1
 : -4	1.7	-18	-6	0.8	4.1	102	3	2	-0.2	19
CCCOc1ccc(C(=O)N2CCN(Cc3ccc4c(c3)OCO4)CC2)cc1
 : -3	2.5	3	-3	0.5	0.4	114	i	0	0.0	1
Cc1ccc(Nc2nc(N)nc(CN3CCN(Cc4ccc5c(c4)OCO5)CC3)n2)cc1C
 : -4	nt	10	-6	0.7	-2.9	132	nt	5	nt	2
Cc1noc(C)c1C(=O)Nc1nc2ccccc2s1
 : -2	nt	nt	0	0.4	4.7	112	nt	4	nt	4
CCOC(=O)c1ccc(CS(=O)c2ccc(Cl)cc2)o1 (configuration not stated)
 : 4	2.0	-16	-7	-0.8	1.0	106	365	3	1.9	-11
O=C(NC(=S)NCc1nc2ccccc2[nH]1)c1ccccc1F
 : 19	5.2	-12	-1	-4.1	4.3	97	-18	3	0.0	-9
Cc1ccc(N(C(C)C(=O)Nc2ccc3c(c2)OCO3)S(C)(=O)=O)cc1 (configuration not stated)
 : 17	2.2	-15	1	-4.2	3.3	105	55	6	0.4	-15
O=C(CCS(=O)(=O)c1ccc(Br)s1)N1CCc2ccccc21
 : -5	-0.5	0	7	0.9	2.0	103	-4	-2	-2.0	10
CCOc1ccc(NS(=O)(=O)c2ccc(C(=O)N3CCN(C(C)=O)CC3)cc2)cc1
 : -2	-0.8	-7	0	0.5	3.1	nt	8	6	0.8	-14
COC(=O)C(C)Sc1ncnc2c1c(-c1ccccc1)cn2-c1ccc(OC)cc1 (configuration not stated)
 : 3	1.8	0	10	-0.5	0.2	101	-5	-3	-0.3	8
CCOc1cc(NS(=O)(=O)c2ccccc2)c(OCC)cc1NC(=O)c1ccco1
 : 2	1.4	-8	-13	-0.5	-1.2	100	-68	3	-1.1	-7
O=C1Nc2cc(Cl)c(Cl)cc2N(O)N1c1ccc(Cl)c(Cl)c1
 : 7	3.2	-27	-9	-1.2	1.3	86	0	1	-1.2	2
Cc1ccc(C(=O)Cc2ccccc2)o1
 : 6	4.2	15	12	-1.1	1.3	101	-6	5	-0.9	2
CCOC(=O)c1cc(NC(=O)c2cccnc2)ccc1N1CCOCC1
 : -6	0.8	nt	-4	1.4	-0.3	109	8	6	1.1	-16

Rewritten with each value named: part of the list above.
> Cc1ccc(Nc2nc(N)nc(CN3CCN(Cc4ccc5c(c4)OCO5)CC3)n2)cc1C
  MOR-DOR inv ag: -4; AddAB inh: nt; PfHsp90 set2: 10; PKA-R1A act: -6; MOR-DOR ag: 0.7; phage Ecoli inh: -2.9; Pemphigus Ab inh: 132; SUMO Mot1 rescue: nt; HTR5A ag ctr: 5; Ecoli viability: nt; HTR5A inv ctr: 2
> Cc1noc(C)c1C(=O)Nc1nc2ccccc2s1
  MOR-DOR inv ag: -2; AddAB inh: nt; PfHsp90 set2: nt; PKA-R1A act: 0; MOR-DOR ag: 0.4; phage Ecoli inh: 4.7; Pemphigus Ab inh: 112; SUMO Mot1 rescue: nt; HTR5A ag ctr: 4; Ecoli viability: nt; HTR5A inv ctr: 4

(cont.)
Under each structure: MOR-DOR inv ag	AddAB inh	PfHsp90 set2	PKA-R1A act	MOR-DOR ag	phage Ecoli inh	Pemphigus Ab inh	SUMO Mot1 rescue	HTR5A ag ctr	Ecoli viability	HTR5A inv ctr
Cc1cc([N+](=O)[O-])ccc1NC(=O)CN1CCN(Cc2ccccc2)CC1
 : -1	-0.2	-14	13	0.3	0.8	119	58	-1	-1.7	3
Fc1ccc(NC(=S)NC2CCN(Cc3ccccc3)CC2)cc1
 : -7	1.6	-34	-4	1.2	5.5	94	117	4	2.7	-4
O=S(=O)(Nc1ccc(-c2ccc(N3CCOCC3)nn2)cc1)c1ccc(Cl)c(Cl)c1
 : -4	-0.1	nt	-10	0.7	4.1	109	342	3	2.3	-40
CCn1c(COc2ccc(=O)n(-c3ccccc3)n2)nnc1SCc1cccc(OC)c1
 : 14	-1.0	-31	3	-2.8	3.0	100	-4	2	-3.1	-7
COc1ccc(S(=O)(=O)NC2CCN(Cc3ccccc3)CC2)cc1NC(C)=O
 : 3	-2.0	6	-12	-0.7	0.8	97	8	-2	-2.8	4
N/C(=N\OC(=O)COc1ccc2ccccc2c1)c1ccccn1
 : -18	0.5	-26	-21	2.9	1.4	101	33	-2	-0.1	5
COc1ccccc1N(CC(=O)Nc1cc(S(=O)(=O)N(C)C)ccc1C)S(=O)(=O)c1cccs1
 : -6	-1.1	5	-4	1.1	-1.6	93	-12	2	-0.4	-8
CCn1c(SCC(=O)N/N=C/c2ccccc2OCC(=O)O)nnc1-c1ccc(OC)cc1
 : 17	1.4	11	6	-3.4	3.8	106	-11	1	-0.6	-3
COCCn1c(SCC(=O)N2CC(=O)Nc3ccccc32)nnc1-c1ccoc1C
 : 1	3.9	-4	4	-0.1	1.1	nt	59	6	-0.9	-36
COc1ccc(CNC(=O)C(C)n2ccc3cc(S(=O)(=O)N4CCCCCC4)ccc32)cc1 (configuration not stated)
 : 12	3.9	-5	-11	-2.3	0.4	103	5	2	-0.2	7
CC(C)Cc1nnc(NC(=O)CSc2ncn[nH]2)s1
 : 12	3.0	42	-1	-2.6	0.9	106	-6	13*	-0.1	0
CCOc1ccccc1CN1CCC(Oc2ccc(C(=O)NCc3ccccn3)cc2)CC1
 : 5	nt	16	2	-0.9	2.0	nt	nt	-1	nt	-18
O=C(c1cccc(N2CCNC2=O)c1)N1CCCC(Nc2cccc(F)c2)C1 (configuration not stated)
 : -1	1.8	-1	13	0.1	3.1	108	-18	11	-0.7	-9
O=C1/C(=C/c2ccccc2Cl)SC(=S)N1CCC(=O)N1CCCCC1CCO (configuration not stated)
 : 2	0.2	-3	-14	-0.3	3.1	nt	22	-2	0.0	-5
COc1ccc2[nH]c3c(c2c1)CCN1C(=O)C(CC(=O)NCCC2=CCCCC2)C[C@H](C(=O)N(C(C)C)C(C)C)[C@@]31C (some centres not stated)
 : 6	-0.7	4	-12	-1.2	1.6	100	nt	-1	0.4	3
CC(=O)N1CCc2cc(S(=O)(=O)NC(CC(C)C)C(=O)Nc3cc(C)ccn3)ccc21 (configuration not stated)
 : 11	-2.2	-28	3	-1.7	1.7	87	20	0	-1.6	-25
CCOc1ccc(NC(=O)NN2C(C)CCCC2C)cc1 (configuration not stated)
 : 12	nt	-12	-4	-2.7	-1.4	nt	-6	2	nt	-6
CNC(=O)c1cc(S(=O)(=O)Nc2ccc(C)cc2C)ccc1C
 : 12	-3.7	-10	2	-2.3	1.0	nt	-16	-5	-0.8	0
CC(=O)Nc1ccc(N(C)S(C)(=O)=O)cc1
 : 4	2.9	3	-4	-0.8	0.2	100	-6	4	2.7	5
NC(=O)c1ccc(NC(=O)C2CCCC2)cc1
 : 5	0.5	-21	16	-1.0	-1.3	93	2	1	-0.8	3
CC(=O)N1CCN(CC(=O)c2ccc(Br)cc2)CC1
 : 18	6.8	-10	-4	-3.4	1.6	96	-7	1	3.6	-5
CC(=O)N[C@H]1[C@H](OCc2ccccc2F)O[C@H](COC(C)=O)[C@@H](OC(C)=O)[C@@H]1OC(C)=O
 : 5	0.8	-11	-3	-0.9	3.4	88	-6	0	0.6	-3
COc1cc(/C=N/n2nnnc2N)ccc1O
 : 12	2.2	16	10	-2.2	2.6	95	9	-4	-1.3	9
Cc1cc(C)n(-c2nc(NCCO)c3c4c(sc3n2)CCCC4)n1
 : 10	2.8	nt	2	-2.1	0.7	98	22	6	3.1	-13
CCCC(=O)C1=C(N(C)c2ccccc2)CC(C)(C)C(C(=O)OC)C1=O (configuration not stated)
 : 14	2.4	10	-7	-3.5	2.1	103	857	4	1.7	-2
Cc1cccc(N2CCN(C(=O)Cn3nc(C)n4cccc4c3=O)CC2C)c1 (configuration not stated)
 : 2	-1.6	3	0	-0.4	2.6	95	-2	4	0.9	-12
COc1ccc(NC(=O)Nc2c[nH]c(=O)[nH]c2=O)cc1
 : 9	-1.0	18	2	-2.0	4.5	120	17	0	-1.2	1
Cc1cc(C(=O)NN=Cc2c(C)[nH]c3ccccc23)c(C)o1
 : 4	1.3	1	5	-1.1	1.7	207	6	-3	2.2	8
COc1cccc(S(=O)(=O)NCc2ccc(C(=O)NCc3ccccn3)cc2)c1
 : 11	nt	-2	-5	-3.5	1.4	104	6	-2	nt	7
CC(C)c1ccc(OCC(=O)NNC(=S)NC(=O)c2ccco2)c(Br)c1
 : 28	-3.2	8	12	-5.5	-0.9	103	4	1	-6.0	-2
Cc1cccc(CSC2=NCCN2C(=O)c2ccc(S(=O)(=O)N(C)C)cc2)c1
 : 9	-1.4	-20	-13	-1.3	1.4	108	19	-3	-2.7	-8
CN1C(CC(=O)Nc2ccc(Br)cc2)c2ccccc2CC1(C)C (configuration not stated)
 : -399	2.0	3	-13	78*	3.2	107	3	-1	1.2	-3
COCCCC1CCN(Cc2nc(-c3ccccc3)no2)CC1
 : -21	1.7	-4	-8	2.9	-1.2	94	2	3	0.5	-8
CC(C)CN(C(=O)COC(=O)c1ccc(C#N)cc1)C1CCS(=O)(=O)C1 (configuration not stated)
 : 9	0.1	-31	8	-2.3	4.7	nt	11	0	0.5	4
O=C1C2C3C=CC(C3)C2C(=O)N1c1ccc2ccccc2c1 (configuration not stated)
 : 10	0.3	-9	4	-2.1	-1.5	97	46	8	-2.0	-30
O=C(COc1ccc2c(-c3ccccc3)cc(=O)oc2c1)NCc1ccccn1
 : -3	1.9	-2	-6	0.6	5.7	108	6	3	-2.8	-10
